From PubChem BioAssay
AMA1-RON2 inh – AMA1-RON2 (P. falciparum) interaction inhibition; AlphaScreen AMA1-biotinylated RON2 peptide binding; 360,000 tested, 0.2% active; Potency, µM (top dose mostly 58.2 µM), without a hit: at the highest dose activity change, negative = inhibition, hits mostly inhibitors;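 note: potency is the fitted concentration of half-maximal effect; 0% = vehicle wells and -100% = peptide control; nearly all actives have a fitted effect of over 45% in size; some results filed as inactive show a strong effect at the top dose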
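AMA1 (3D7) with his tag at 25 nM final met compounds first, then biotinylated RON2 peptide at 25 nM; detection used donor plus acceptor beads, 10 µg/mL apiece, read by AlphaScreen after 30 min at room temperature.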
HCMV inh – blocks human cytomegalovirus replication. HFF cells, HCMV-luciferase reporter, 72 h; hits give low values. activity change, negative = inhibition, % at 57.5 µM. AID 1259415. 410,000 tested, 4.5% active; in the data active = activity change below about -60%; inconclusive = no clear call, values can overlap the other calls; inactive = above about -39%; note: % is set by controls: 0 for no effect and ±100 for the full control effect
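Steps: HFFs plated, 16 h 37C; compounds added; HCMV-luciferase added to MOI 1 PFU/cell; 72 h 37C; OneGlo reagent, 5 min room temperature; luminescence read, normalized to controls.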
AmpC no deterg – AmpC beta-lactamase inhibition without detergent; P00811; AmpC nitrocefin hydrolysis, absorbance 480 nm, 0.0001% Triton; Potency, µM (doses to about 57.1 µM), for the others: at the highest dose activity change, negative = inhibition, usual class: inhibitors; 330,000 tested, 0.52% active; AID 485341;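 note: potency is the fitted concentration of half-maximal effect; plate controls were no compound for no effect and no enzyme for full effect; nearly all actives have a fitted effect of over 20% in size; some results filed as inactive show a strong effect at the top dose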
Target sequence (P00811 whole entry, looked up): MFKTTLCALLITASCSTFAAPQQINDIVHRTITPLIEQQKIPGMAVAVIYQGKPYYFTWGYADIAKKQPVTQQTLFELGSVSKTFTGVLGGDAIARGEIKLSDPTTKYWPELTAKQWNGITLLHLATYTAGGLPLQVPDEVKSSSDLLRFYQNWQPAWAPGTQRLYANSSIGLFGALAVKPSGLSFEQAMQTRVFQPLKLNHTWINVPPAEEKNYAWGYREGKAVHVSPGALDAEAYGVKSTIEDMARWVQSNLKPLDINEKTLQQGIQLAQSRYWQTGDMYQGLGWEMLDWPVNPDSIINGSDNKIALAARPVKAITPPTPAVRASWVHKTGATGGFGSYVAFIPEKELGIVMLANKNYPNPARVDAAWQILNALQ
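20 mM phosphate pH 7.0 + 0.01% (detergent screen) or 0.0001% Triton X-100; 5.3 nM AmpC reagent; cpd preinc 15 min RT; nitrocefin (800 uM stock) to start; A480 q20 s × 4 min; Activity was normalised to no-enzyme and no-compound control wells.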
FBPA Giardia inh – blocks Giardia fructose-bisphosphate aldolase activity | purified Giardia FBPA | Potency, µM (top dose mostly 59.6 µM), for the others: at the highest dose activity, negative = inhibition, most hits filed as inhibitors | AID 2451 | 290,000 tested, 0.71% active; note: potency is the fitted concentration of half-maximal effect; % is set by controls: 0 for no effect and ±100 for the full control effect; nearly all actives have a fitted effect of over 55% in size
Target sequence (A8B2U2 whole entry, looked up): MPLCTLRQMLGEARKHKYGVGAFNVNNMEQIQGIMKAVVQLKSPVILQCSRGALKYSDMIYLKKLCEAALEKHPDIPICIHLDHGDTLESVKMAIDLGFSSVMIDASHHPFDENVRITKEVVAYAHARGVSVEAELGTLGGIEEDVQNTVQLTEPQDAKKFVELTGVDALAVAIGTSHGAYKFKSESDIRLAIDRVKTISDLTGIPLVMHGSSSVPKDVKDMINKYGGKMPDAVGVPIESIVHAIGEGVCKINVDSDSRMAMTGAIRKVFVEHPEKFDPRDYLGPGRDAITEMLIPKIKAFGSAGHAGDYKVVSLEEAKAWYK
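40 nM FBPA preincubated 10 min at RT with compound (up to 57.5 uM final), then substrate plus GAPDH/TPI/NAD/arsenate coupling and diaphorase/resazurin added. Fluorescence read after 20 min at RT, 525/598 nm.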
Cycloheximide cs – affects cycloheximide protein synthesis inhibition readout, counter-screen | cell reporter, cycloheximide protein synthesis inhibition counterscreen | max response, % | 300,000 tested, 12% active; in the data active = max response mostly above about 13%, no sharp cut-off; inactive = mostly below about 14%; note: read at 38.3 µM for the half of the compounds with a filed dose; 0% is about no effect
AmpC inh detg – inhibitors of E. coli AmpC beta-lactamase with detergent. P00811. Potency, µM (top dose mostly 114 µM), for inactives: at the highest dose activity change, negative = inhibition, actives largely listed as inhibitors. AmpC hydrolysis of nitrocefin, absorbance 480 nm, 0.01% Triton. 370,000 tested, 0.041% active. AID 485294;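 note: potency is the fitted concentration of half-maximal effect; 0% = no-compound wells and -100% = no-enzyme wells; nearly all actives have a fitted effect of over 25% in size; some results filed as inactive show a strong effect at the top dose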
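AmpC (5.3 nM in the dispensed reagent) in 20 mM phosphate pH 7.0 with 0.01% (detergent screen) or 0.0001% Triton X-100 was preincubated with compounds for 15 min at room temperature. Nitrocefin was then added from an 800 uM solution, and hydrolysis was followed at 480 nm.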
Shiga inhibitor – inhibitors of Shiga toxin in Vero cells. AID 2315. Vero cells, Shiga toxin protein synthesis inhibition reporter. inhibition, % at 38.7 µM. 290,000 tested, 9.2% active; in the data active = inhibition mostly above about 28%, no sharp cut-off; inactive = mostly below about 43%; note: 0% is about no effect
The depositor's hits bear a star; ? = inconclusive; nt = not tested or not shown; & = joins results of further samples; [ ] = another dose, or the depositor's remark. Unless noted, calls come from the whole dose curve; as a rule, active = well fitted curve in the direction sought with a large enough effect; inconclusive = small, poorly fitted or top-dose-only effect, or another doubt; inactive = no such curve, though single readings can be large; an effect the other way counts as inactive or inconclusive. Compounds were not picked by outcome; about 16% have a hit in one of these screens.

Start of the listing, in advance, 3 compounds:
cpd	structure	AMA1-RON2 inh	HCMV inh	AmpC no deterg	FBPA Giardia inh
1	CC(=O)c1c(C)[nH]c(C(=O)OCC(=O)NCCc2ccc(F)cc2)c1C	10.8%	12.0	-11.7%	8.5%
2	CCNC(=S)Nc1ccc(Cl)c([N+](=O)[O-])c1	-5.0%	-26.5	-10.7%[11.4 µM]	0.4%
3	O=c1c2ccccc2c(-c2ccccc2)nn1Cc1ccc(Cl)cc1	7.4%	22.4	-5.5%	10.4%

cpd	Cycloheximide cs	AmpC inh detg	Shiga inhibitor
1	-3.7	-3.5%	1.6
2	-0.9	-10.2%	-7.7
3	-0.6	-5.2%	-6.4

The whole of this part, from the first entry:
cpd	structure	AMA1-RON2 inh	HCMV inh	AmpC no deterg	FBPA Giardia inh
1	CC(=O)c1c(C)[nH]c(C(=O)OCC(=O)NCCc2ccc(F)cc2)c1C	10.8%	12.0	-11.7%	8.5%
2	CCNC(=S)Nc1ccc(Cl)c([N+](=O)[O-])c1	-5.0%	-26.5	-10.7%[11.4 µM]	0.4%
3	O=c1c2ccccc2c(-c2ccccc2)nn1Cc1ccc(Cl)cc1	7.4%	22.4	-5.5%	10.4%
4	CN(Cc1ccccc1)C(=O)[C@H]1CCC(=O)N1Cc1ccco1	-3.8%	-7.1	9.8%	1.4%
5	CCOC(=O)c1ccc(NC(=O)c2nc[nH]c2C(=O)N(C)Cc2ccccc2)cc1	126.3%[activator]	-1.8	19.7%	-20.4%
6	CN(Cc1c(C(=O)N/N=C/c2ccc(O)cc2)nnn1-c1nonc1N)C1CCCCC1	-0.6%	0.0	-27.5%	4.9%
7	COc1ccc(CCNC(=O)CN2C(=O)COc3ccc(S(=O)(=O)N4CCOCC4)cc32)cc1OC	-2.0%	-11.4	17.5%	nt
8	COC(=O)Cc1c[nH]c2cccc(OCC(O)CN(Cc3ccccc3)C(C)C)c12 (stereo not given)	-7.3%	-15.8	-24.3%	-0.1%
9	CCOc1ncccc1C(=O)Nc1ccc2c(c1)OCO2	7.4%	29.2	-21.9%	-4.2%
10	CN(C(=S)SCc1ccccc1)C1CCS(=O)(=O)C1 (stereo not given)	2.3%	8.1	-0.3%[2.29 µM]	0.2%

cpd	Cycloheximide cs	AmpC inh detg	Shiga inhibitor
1	-3.7	-3.5%	1.6
2	-0.9	-10.2%	-7.7
3	-0.6	-5.2%	-6.4
4	-3.0	2.2%	-16.1
5	5.7	-0.5%	-2.0
6	11.0	2.2%	-2.4
7	-1.4	-0.4%	-4.7
8	-2.7	-9.3%	-3.7
9	8.9	-12.4%	8.8
10	0.4	?	10.0

Next section, overlapping the part above by 2 compounds.
cpd	structure	AMA1-RON2 inh	HCMV inh	AmpC no deterg	FBPA Giardia inh
9	CCOc1ncccc1C(=O)Nc1ccc2c(c1)OCO2	7.4%	29.2	-21.9%	-4.2%
10	CN(C(=S)SCc1ccccc1)C1CCS(=O)(=O)C1 (stereo not given)	2.3%	8.1	-0.3%[2.29 µM]	0.2%
11	O=C(O)c1ccc(NC2=C(Cl)C(=O)c3ccccc3C2=O)cc1	-5.1%	?	-15.4%	?
12	COc1ccccc1-c1nnc2sc(COc3ccccc3)nn12	-6.5%	20.1	-0.2%	10.4%
13	COc1ccc(C(=O)NC(=S)NCc2ccco2)cc1OC	5.2%	?	-4.9%	4.0%
14	O=C(O)c1[nH]c2ccc(Cl)cc2c1CC(=O)N1CCN(c2ccccc2)CC1	-19.3%	34.2	-9.3%	-2.4%
15	COc1ccc(N2CCN(S(=O)(=O)c3ccc(OC)cc3)CC2)cc1	-25.9%	-29.6	-26.9%	-0.5%
16	COc1cc(/C=C2/NC(=O)N(Cc3ccccc3F)C2=O)ccc1O	-9.4%	45.4	-35.0%	-1.8%
17	OC(CNCC1(N2CCCCC2)CCCCC1)COc1ccc(Cl)cc1Cl (stereo not given)	-29.2%	-36.3	43.4%	-10.9%
18	COc1ccc(CCNC(=O)c2cc(=O)c3ccc(C)cc3o2)cc1OC	-1.5%	24.2&-20.1	-17.5%	-8.5%
19	O=C(c1ccccc1Sc1c(Cl)cccc1[N+](=O)[O-])N1CCOCC1	-3.7%	-22.2	-4.7%	0.6%
20	Cc1ccccc1-n1c(C)cc(/C=N/Nc2ccc([N+](=O)[O-])cn2)c1C	-11.2%	-33.6	-37.2%	-20.7%

cpd	Cycloheximide cs	AmpC inh detg	Shiga inhibitor
9	8.9	-12.4%	8.8
10	0.4	?	10.0
11	-0.5	-0.6%	18.9
12	1.5	-12.1%	-9.2
13	-1.0	4.5%	-8.1
14	-6.7	-15.2%	-15.0
15	-6.1	-10.3%	17.6
16	-5.9	1.2%	0.3
17	-2.2	-2.7%	-2.8
18	-4.0	-3.1%&2.8%	-11.9
19	-1.7	1.2%	-1.5
20	36.2*	-0.3%	91.2*

Remaining list, next part
cpd	structure	AMA1-RON2 inh	HCMV inh	AmpC no deterg	FBPA Giardia inh
21	COc1cccc(OCCCOc2ccccc2C(C)C)c1	18.0%	2.4	-17.6%	0.6%
22	CC(C)NC(=O)CSc1nnc(-c2ccc(C(C)(C)C)cc2)n1C	1.9%	-22.0	17.4%	-0.1%
23	Cc1ccc2[nH]c(C(=O)NN=C3CCCCC3)c(-c3ccccc3)c2c1	66.8%[activator]	?	-10.7%	-4.2%
24	Cc1ccc2[nH]c(O)c(N=Nc3nc4ccccc4s3)c2c1	60.8%[activator]	-35.3	-42.1%	-2.6%
25	COc1ccccc1-c1sc2ccccc2c1-c1ccc2c(c1)OCCO2	7.1%	?	-19.5%	nt
26	O=C(CNC(=O)c1ccco1)NCC(=O)OCc1ccc(Cl)cc1Cl	0.7%	4.0	-2.3%	10.5%
27	CC(=O)N(Cc1cc(=O)[nH]c2ccccc12)c1ccc(C)cc1	2.5%	-13.8	-12.3%	-1.8%
28	COc1ccc(N2C(=O)CC(N(CCc3ccccc3)C(=O)/C=C/C(=O)O)C2=O)cc1 (stereo not given)	-7.9%	26.7	-14.2%	7.4%
29	O=C(O)c1ccccc1C(=O)NCc1ccccc1	11.3%	30.3	-12.0%	7.3%
30	COc1ccc(S(=O)(=O)N2CCN(C(=O)[C@H](Cc3ccccc3)NC(=O)c3ccco3)CC2)cc1	9.7%[11.6 µM]	5.9	54.1%	nt

cpd	Cycloheximide cs	AmpC inh detg	Shiga inhibitor
21	-2.7	-9.4%	-19.6
22	14.3	?	16.1
23	-1.4	-3.8%	10.9
24	-2.2	0.9%	-4.6
25	nt	-5.0%	nt
26	-4.3	-2.9%	10.1
27	-5.2	-18.1%	-26.0
28	8.4	4.3%	-8.1
29	-1.1	-2.1%	-4.2
30	nt	-15.1%	nt

(next part)
cpd	structure	AMA1-RON2 inh	HCMV inh	AmpC no deterg	FBPA Giardia inh
31	CCC(=O)NC1=C(Cl)C(=O)C(NC(=O)CC)=C(Cl)C1=O	-6.5%	-94.0*	-25.2%	1.77µM*
32	COC(/C=C/Nc1ccc(Br)cc1)=C(C#N)C#N	20.3%	18.9	-11.9%	0.6%
33	CCN(CC)S(=O)(=O)c1ccc(O)c(C(=O)OCC(=O)Nc2ccc(OC(F)(F)F)cc2)c1	0.0%	-29.8	-30.8%	3.8%
34	COc1ccc(C2=NN(C(C)=O)C(c3cccs3)C2)cc1OC (stereo not given)	-2.2%	67.3	2.1%	2.6%
35	Cc1cccn2cc(CCNS(=O)(=O)c3cccc([N+](=O)[O-])c3)nc12	-8.5%	-10.1	1.6%	2.5%
36	CCn1c(SCC(=O)O)nnc1-c1ccccc1	-2.4%	30.0	-30.2%	9.9%
37	Cc1ccccc1-n1c(C)nnc1SCC(=O)NNC(=O)c1ccccc1	6.5%	?	-9.2%	5.2%
38	CCCn1c2c(c(O)c(C(=O)Nc3ccccn3)c1=O)CCCC2	nt	nt	-15.1%	1.6%
39	COc1ccccc1N/C(=N/S(=O)(=O)c1ccc(Cl)cc1)c1ccccc1	-1.4%	-8.9	2.2%	-5.2%
40	CCn1nc(C(=O)NNC(=O)CCOc2cc(C)ccc2C)c2ccccc2c1=O	107.1%[activator]	6.0	-2.3%	1.2%

cpd	Cycloheximide cs	AmpC inh detg	Shiga inhibitor
31	14.0*	?	5.2
32	1.8	3.3%	-3.7
33	-1.4	0.2%	-7.4
34	22.0*	?	34.9*
35	-1.9	-0.1%	-7.2
36	-2.0	-10.6%	14.9
37	-1.4	?	35.9
38	-11.3	?	-23.7
39	-2.1	0.0%	-3.8
40	-5.5	4.2%	-2.2

(further entries)
cpd	structure	AMA1-RON2 inh	HCMV inh	AmpC no deterg	FBPA Giardia inh
41	COc1ccc(-c2nnc(SCC(=O)Nc3ccc4c(c3)OCCO4)n2N)cc1OC	-11.8%	49.3	-5.1%	-1.0%
42	CN(CC1CCOCC1)C(=O)CC1C(=O)NCCN1Cc1ccccc1F (stereo not given)	31.4%[activator]	?	18.4%	?
43	O=C(Cn1nc(C(=O)O)c2ccccc2c1=O)Nc1nc(-c2ccccc2)cs1	-5.6%	0.8	-42.4%	0.6%
44	CCOc1ccc(NC(=O)CN2CCN(CC(=O)Nc3ccc(C(=O)OC)cc3)CC2)cc1	13.5%	-11.6	9.4%	-0.1%
45	Cc1cc(Nc2cccc(C)c2C)n2ncnc2n1	0.0%	3.9	-6.4%	-0.2%
46	O=C(c1cc2ccccn2n1)N1CCN(c2cccc(C(F)(F)F)c2)CC1	-5.5%	-67.7*	-6.2%	-0.2%
47	CN(C(=O)c1nn(C)c2c1CSc1ccccc1-2)c1ccccc1Cl	-16.6%	-15.3	12.7%	nt
48	CCCCNC(=O)C1CCN(S(=O)(=O)N2CCOCC2)CC1	27.2%	26.8	-19.2%	6.4%
49	COCCN(C(=O)c1ccc(NC2CC2)c([N+](=O)[O-])c1)c1c(N)n(CC(C)C)c(=O)[nH]c1=O	2.0%	-31.2	8.3%	nt
50	O=C(Nc1ccc(N2CCN(C(=O)c3cccs3)CC2)cc1)c1ccc(F)cc1	2.1%	34.2	-12.1%	1.0%
51	S=C(Nc1ccccc1)N1CCN(C2CCCCC2)CC1	-4.9%	-0.4	-2.1%	3.8%

cpd	Cycloheximide cs	AmpC inh detg	Shiga inhibitor
41	-4.0	0.3%	-3.3
42	-1.5	-6.7%	11.2
43	5.7	5.1%	39.6*
44	0.5	1.5%	-1.1
45	-1.1	?	-13.7
46	-1.0	-0.3%	-7.8
47	25.1*	-10.9%	33.2*
48	-3.6	2.4%	-3.3
49	nt	?	nt
50	-4.5	3.8%	-5.8
51	1.4	?	-2.3
